miR-122 sensor: inhibitors of miR-122 in Huh7 cells; Huh7 miR-122 Renilla luciferase sensor, 48 h; neutral wells = 0, positive control = 100; activation (reporter increase), % at 12.5 µM; 340,000 tested, 0.3% active; AID 602342;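 active = mean replicate activation score at least 90 and every replicate individually at or above 90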;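 also: higher luciferase means less miR-122 activity so hits act as miR-122 inhibitors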
FN deposit inh: fibronectin deposition inhibition | AH1F fibroblasts, Alexa488-fibronectin deposition fluorescence, overnight | inhibition, % at 12.6 µM | 350,000 tested, 0.086% active | AID 743247;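 active = mean inhibition across replicates of 30% or more, regardless of how many single replicates reach that level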;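 also: positive control wells lacked labelled fibronectin entirely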
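Assay system: AH1F fibroblasts / Quantity: 10000 cells per well / Medium: DMEM plus 2% serum, read in PBS / Reagent: labelled fibronectin 24 nM / Dosing: single dose, pinned / Times: 1 h cell attachment, overnight exposure to compound and label / Signal: fluorescence, ex 485 nm, em 525 nm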
PAX8 reporter: inhibitors of PAX8 transcriptional activity in RMG-I cells; RMG-I TPO-luciferase reporter, SteadyGlo, 24 h; inhibition, % at 12.6 µM; 360,000 tested, 1.2% active; AID 652154;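 active = mean replicate inhibition at least 60% with every replicate also reaching 60%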;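 also: luciferase light reporting Pax8 driven TPO promoter activity; plate controls were median of neutral control wells for no effect and mitoxantrone controls for full effect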
EWS-Fli inh: EWS/Fli transcriptional activity inhibition. 350,000 tested, 0.67% active. inhibition, % at 12.6 µM. A673 NR0B1-luciferase reporter, viability-normalised;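 active = mean inhibition of at least 50% after viability correction, with every replicate also passing that limit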;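 also: firefly luciferase signal divided by Alamar Blue viability fluorescence both relative to DMSO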
LGR2 antag: Drosophila LGR2 receptor signaling inhibition. 380,000 tested, 0.35% active. inhibition, % at 9.99 µM. HEK293 LGR2, CRE-luciferase, bursicon-stimulated, 4 h;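 active = drop in luminescence signal, shown as inhibition above about 50% in the replicate tests, limit read from the data, passing the limit was not always enough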;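 also: agonist challenge used bursicon conditioned medium at about half maximal strength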
Cneo AK release: Cryptococcus neoformans lysis via adenylate kinase release; C. neoformans lysis, adenylate kinase release luminescence, 4 h; normalised: neutral wells 0, clomiphene wells 100; lysis activity, % at 15 µM; 360,000 tested, 0.2% active; AID 651654;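 active = mean lysis activity across replicates of at least 80%, whatever share of replicates individually reach that level; inactive = mean lysis activity below 80%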
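Assay system: C. neoformans cells. Amount: yeast cell density of 5 × 10^6 cells/mL. Technique: AK luminescence. Buffer or medium: YPD. Times: static 4 h at 37 °C with compound, 1 h detection. Dosing: single-point compound dose. Read-out: lysis from increased AK signal.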
PGC1a acetyl inh: PGC1a acetylation modulation, inhibitor mode; U2OS PGC1a acetylation, AlphaScreen anti-acetyl-lysine; with virally co-expressed GCN5 acetyltransferase; inhibition, % at 15.6 µM; 350,000 tested, 0.17% active; AID 651687;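 active = every replicate shows inhibition of at least 40%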;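 also: 0% = neutral control wells and 100% = positive control wells; some results beyond the cut were filed as inactive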
Casp6 inh: caspase-6 (human) enzyme inhibition. P55212. purified caspase-6, Z-VEID-R110 cleavage fluorescence. inhibition, % at 12.5 µM. 350,000 tested, 0.53% active;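 active = mean inhibition across replicates at least about 35%, with every replicate also reaching that limit, limit read from the data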;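 also: 0% = median of neutral control wells and 100% = no fluorescence left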
Target sequence (P55212 24-179 limits assumed): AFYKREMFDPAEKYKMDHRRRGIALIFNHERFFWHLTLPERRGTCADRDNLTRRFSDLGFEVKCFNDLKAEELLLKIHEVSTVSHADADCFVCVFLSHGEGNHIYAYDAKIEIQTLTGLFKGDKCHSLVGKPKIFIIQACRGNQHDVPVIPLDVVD
Target sequence (P55212 194-293 limits assumed): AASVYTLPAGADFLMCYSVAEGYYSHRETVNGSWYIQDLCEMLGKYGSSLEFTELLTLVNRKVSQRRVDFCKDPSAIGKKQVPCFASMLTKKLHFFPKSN
* hit, by the source's call; x = not tested or not shown; [ ] = another dose, or the depositor's remark.

[1] CC(C(=O)NCCCn1ccnc1)(c1ccccc1)c1ccccc1
[2] COc1ccc(-c2ccoc2)cc1[C@H]1[C@H]2C=CC[C@@H](C)[C@@H]2C(=O)N1Cc1ccccc1
[3] COc1ccc(S(=O)(=O)N2CCOC2CNC(=O)C(=O)NCCN2CCOCC2)cc1C (stereo unspecified)
[4] C[C@H]1CCCCO[C@@H](CN(C)C)[C@@H](C)CN([C@@H](C)CO)C(=O)c2cc(NC(=O)Nc3ccc(C(F)(F)F)cc3)ccc2O1
[5] c1ccc(COc2ncnc3c2ncn3CCCNCC(c2ccccc2)c2ccccc2)cc1
[6] C[C@@H]1CCCCO[C@H](CN(C)Cc2ccc(C(F)(F)F)cc2)[C@@H](C)CN([C@H](C)CO)C(=O)c2cc(NS(C)(=O)=O)ccc2O1
[7] CNC[C@@H]1OCCCC[C@H](C)Oc2ccc(NC(=O)Nc3c(C)noc3C)cc2C(=O)N([C@H](C)CO)C[C@@H]1C
[8] CC(C)Oc1ccc(S(=O)(=O)N2CCOCC2)cc1NC(=O)Cc1cccs1
assay / compound	1	2	3	4	5	6	7	8
miR-122 sensor	-4.0	15.9	x	0.8[16.7 µM]	-20.4	9.5[16.7 µM]	-2.3[16.7 µM]	11.1
FN deposit inh	-1.9	-8.3	2.7	x	2.2	x	x	-2.5
PAX8 reporter	1.8	-8.3	-0.1	88.2*	-10.6	-11.1	-7.8	-1.1
EWS-Fli inh	-1.0	23.1	x	-6.1	31.7	2.7	-3.8	11.9
LGR2 antag	31.1	17.5	5.4	-3.9	42.5	8.1	1.3	21.1
Cneo AK release	-4.1	-0.6	-3.1	0.9	-0.6	-1.7	x	x
PGC1a acetyl inh	18.6	-7.9	-8.0	11.8	x	1.3	-3.8	-3.8
Casp6 inh	-27.8	-1.0	-5.0	-14.8	2.3	x	x	-1.2

[9] Cn1c2nc3ccccc3c-2nc2ccccc21
[10] Cc1ccc(S(=O)(=O)N[C@H]2CC[C@H](CCNC(=O)C3CCCC3)O[C@H]2CO)cc1
[11] Cc1ccc(S(=O)(=O)N[C@@H]2C=C[C@H](CC(=O)NCCN3CCCCC3)O[C@H]2CO)cc1
[12] Cc1ccc2[nH]c(C)c(CCN(Cc3cccnc3)C(=S)NC(C)(C)C)c2c1
[13] O=C(Nc1ccccc1)c1sccc1Oc1ccc([N+](=O)[O-])cc1F
[14] CCOC(=O)C1CCCN(C(=O)c2ccc(Cl)c(S(=O)(=O)N3CCCCC3)c2)C1 (stereo unspecified)
[15] COc1ccc(S(=O)(=O)N(C)C[C@@H]2Oc3ccc(NS(=O)(=O)c4cn(C)cn4)cc3CC(=O)N([C@H](C)CO)C[C@@H]2C)cc1
[16] COCC(=O)NC[C@H]1[C@H](c2ccc(-c3ccccc3)cc2)[C@H](CO)N1C(C)=O
assay / compound	9	10	11	12	13	14	15	16
miR-122 sensor	3.2	18.0[16.7 µM]	-6.6[16.7 µM]	5.4	-0.2	-2.6	-5.7[16.7 µM]	25.0[16.7 µM]
FN deposit inh	15.1	-3.4	x	3.3	-33.5	-18.4	x	x
PAX8 reporter	-93.8	1.7	-8.2	-17.2	-16.7	-5.0	-13.5	-6.4
EWS-Fli inh	-92.2	5.4	-3.5	-4.2	7.9	0.9	-8.4	-4.5
LGR2 antag	-59.2	-9.0	-7.3	11.2	8.4	-1.9	-1.9	22.5
Cneo AK release	1.4	-0.8	3.8	1.7	x	-0.8	0.1	-6.7
PGC1a acetyl inh	2.6	-4.0	3.2	-12.3	-3.7	-29.1	-1.5	6.9
Casp6 inh	x	1.4	-9.8	-6.1	x	x	0.4	-6.0

A section of the results above:
[10] Cc1ccc(S(=O)(=O)N[C@H]2CC[C@H](CCNC(=O)C3CCCC3)O[C@H]2CO)cc1
[11] Cc1ccc(S(=O)(=O)N[C@@H]2C=C[C@H](CC(=O)NCCN3CCCCC3)O[C@H]2CO)cc1
[12] Cc1ccc2[nH]c(C)c(CCN(Cc3cccnc3)C(=S)NC(C)(C)C)c2c1
assay / compound	10	11	12
miR-122 sensor	18.0[16.7 µM]	-6.6[16.7 µM]	5.4
FN deposit inh	-3.4	x	3.3
PAX8 reporter	1.7	-8.2	-17.2
EWS-Fli inh	5.4	-3.5	-4.2
LGR2 antag	-9.0	-7.3	11.2
Cneo AK release	-0.8	3.8	1.7
PGC1a acetyl inh	-4.0	3.2	-12.3
Casp6 inh	1.4	-9.8	-6.1

Continued:
[17] CCc1ccc(-c2cc(C)no2)cc1S(=O)(=O)N1CCN(c2ccccc2)CC1
[18] COc1ccccc1OCCCCN1CCC(C)CC1
[19] CN(C)c1ccc(CNn2cnnc2SCc2ccccc2F)cc1
[20] O=C(NCc1cccc(F)c1)c1cccc2c1C(=O)c1ccc(N3CCOCC3)cc1S2(=O)=O
[21] CCn1c(CCC(=O)O)nc2cc(S(=O)(=O)N(C)C)ccc21
[22] O=C1CCC(C(=O)N2CCCC(N3CCN(c4cccc(C(F)(F)F)c4)CC3)C2)=NN1 (stereo unspecified)
[23] O=C(C[C@H]1CC[C@H]2[C@@H](COC[C@H](O)CN2S(=O)(=O)c2cccc(F)c2)O1)NCCCN1CCOCC1
[24] CCC(=O)N(c1nnc(SCC(=O)Nc2ccc(N3CCOCC3)cc2)s1)C1CC1
assay / compound	17	18	19	20	21	22	23	24
miR-122 sensor	43.4	x	3.3	0.1	0.4	5.7	-0.4[16.7 µM]	x
FN deposit inh	-8.4	6.6	x	3.1	x	3.3	7.7	-10.6
PAX8 reporter	6.4	7.3	x	-13.9	1.5	-4.6	-5.5	-2.3
EWS-Fli inh	x	16.9	-19.7	-9.8	-4.3	x	-0.6	-0.8
LGR2 antag	13.0	3.5	-4.5	-2.1	2.1	-12.1	3.0	-33.7
Cneo AK release	-4.4	0.2	-0.2	8.2	-0.8	2.1	-2.2	0.9
PGC1a acetyl inh	-25.8	-1.4	-2.5	14.9	-4.7	-5.8	-3.9	x
Casp6 inh	-0.7	-9.1	-2.2	3.0	-1.9	0.2	0.2	-2.0

[25] O=c1cc(O)c2sc3nc4c(c(C(F)(F)F)c3c2[nH]1)CCCCC4
[26] Cc1c(C#N)c(O)n(CCO)c(=O)c1N=Nc1ccccc1
[27] Cc1ccc(NC(=O)N2CCC(c3nc4c(nnn4Cc4cccc(Cl)c4)c(=O)[nH]3)CC2)cc1
[28] CNC(=O)N(O)C1N(/N=C/c2c(F)cccc2Cl)C(=S)SC1(C)C (stereo unspecified)
[29] Cc1noc(C)c1S(=O)(=O)Nc1ccc2c(c1)C(=O)N([C@@H](C)CO)C[C@H](C)[C@@H](CN(C)S(C)(=O)=O)O2
[30] c1ccc2c(c1)CNc1ccccc1C2
[31] COc1ccc(OC)c(C2=NS(=O)(=O)N(C)C(C(=O)NCc3ccco3)=C2)c1
[32] CC(CCc1ccccc1)NC(=O)CNc1cccc([N+](=O)[O-])c1 (stereo unspecified)
assay / compound	25	26	27	28	29	30	31	32
miR-122 sensor	-0.5	-10.1	-7.4	x	-5.0[16.7 µM]	-17.3	-7.0	66.4
FN deposit inh	8.4	5.8	-16.5	0.1	x	2.6	1.7	-6.4
PAX8 reporter	3.2	15.1	x	-22.8	x	x	-9.1	5.4
EWS-Fli inh	2.8	15.3	x	1.1	-0.2	x	x	3.4
LGR2 antag	10.1	4.3	-1.7	-1.1	-4.4	x	2.0	-13.8
Cneo AK release	x	3.7	-2.3	1.5	6.5	6.4	-1.7	4.8
PGC1a acetyl inh	0.4	15.9	-5.3	2.0	-10.3	3.6	0.6	x
Casp6 inh	1.1	0.0	x	-0.6	-4.3	x	3.9	-0.8

[33] CC(C)C(=O)Nc1ccc(NC(=O)c2cccc3c(Br)cccc23)cc1
[34] C[C@H](CO)N1C[C@H](C)[C@@H](CN(C)C(=O)Cc2ccncc2)Oc2cc(C#CC3CC3)ccc2S1(=O)=O
[35] C[C@H](CO)N1C[C@H](C)[C@H](CN(C)S(=O)(=O)c2cn(C)cn2)OCCCC[C@H](C)Oc2ccc(NC(=O)NC3CCCCC3)cc2C1=O
[36] CN1C(=O)c2cc(NC(=O)Nc3ccccc3F)ccc2OC[C@H]2O[C@H](CC(=O)NCCc3ccncc3)CC[C@H]21
[37] O=C1N[C@H](c2ccccc2)COCc2cn(nn2)CC[C@@H]1Cc1ccccc1
[38] CCN(Cc1ccccc1)S(=O)(=O)c1ccc(OC)cc1
[39] Cc1ccc(NC(=O)NC2CCCCCCC2)c(C)c1
[40] COC(=O)c1ccc(NCc2cc(O)ccc2O)cc1
assay / compound	33	34	35	36	37	38	39	40
miR-122 sensor	1.6	3.0[16.7 µM]	9.1[16.7 µM]	15.0[16.7 µM]	x	2.7	x	x
FN deposit inh	-2.3	-0.9	x	2.3	-2.2	1.1	5.7	17.7
PAX8 reporter	10.4	x	-2.4	0.8	-8.3	-4.4	-14.3	36.4
EWS-Fli inh	-5.4	5.9	-2.0	2.2	-3.1	-5.6	-29.9	61.8*
LGR2 antag	5.8	9.5	-14.5	-2.1	-4.9	8.2	-8.5	-3.9
Cneo AK release	-4.9	-2.8	6.3	1.2	0.0	0.8	-1.5	x
PGC1a acetyl inh	6.5	7.3	-16.3	-1.7	x	-19.5	x	x
Casp6 inh	-1.8	3.6	-0.3	-1.3	-1.3	2.0	1.6	7.5

[41] Cc1ccc(NC(=O)CC2C(=O)N(Cc3ccccc3)C(=S)N2NC(=O)c2ccccc2)c(C)c1 (stereo unspecified)
[42] CCCCCC1C(=O)CCC1CC(=O)OC (stereo unspecified)
[43] CCCNC(=O)C[C@@H]1CC[C@@H]2[C@H](COc3ccc(NC(=O)c4cccc(OC)c4)cc3C(=O)N2C)O1
[44] CC(=O)N1N=C(c2ccccc2)OC12CCCC2
[45] CN(C)c1ccc(C2NCC(CCl)O2)cc1 (stereo unspecified)
[46] COc1cccc2sc3ccc(C#CC4(O)CCCCC4)cc3c(=O)c12
[47] CCOc1ccc2oc(C(=O)N(C)CCc3ccc(OC)c(OC)c3)c(C)c2c1
[48] CN1CCN(C(=O)C[C@@H]2C=C[C@H](NS(=O)(=O)c3cccc(F)c3)[C@H](CO)O2)CC1
assay / compound	41	42	43	44	45	46	47	48
miR-122 sensor	x	0.5	-0.6[16.7 µM]	x	-6.1	6.7	8.2	-2.4[16.7 µM]
FN deposit inh	10.6	x	-8.9	-2.1	-0.2	4.7	-5.1	-3.8
PAX8 reporter	37.6	x	1.8	-12.2	x	-186.4	-4.2	-7.4
EWS-Fli inh	-1.6	0.3	3.1	-1.0	x	-167.1	0.3	-124.7
LGR2 antag	-6.1	x	-5.9	-5.0	x	-50.5	9.0	-17.6
Cneo AK release	x	-1.1	-0.8	x	2.7	-8.7	-0.1	-2.2
PGC1a acetyl inh	x	-1.6	3.2	x	13.9	-2.8	-10.3	-2.6
Casp6 inh	2.4	1.7	1.3	-1.4	x	x	11.3	-3.5

[49] CCCC1(CCC)NC(=O)N(CC(=O)Nc2ccc3c(c2)OCCO3)C1=O
[50] CCOC(=O)Nc1ccc2c(COC(=O)CNS(=O)(=O)c3cccc(Br)c3)cc(=O)oc2c1
[51] CN(C(=O)CSc1nnc(-c2n[nH]c3ccccc23)o1)c1ccccc1
[52] CC(C)NS(=O)(=O)c1ccc(NC(=S)NC(=O)c2cccc([N+](=O)[O-])c2)cc1
[53] CN(Cc1ccccc1)S(=O)(=O)c1ccc(OCC(=O)N2CCC(C(N)=O)CC2)cc1
assay / compound	49	50	51	52	53
miR-122 sensor	x	4.6	x	-1.6	-0.4
FN deposit inh	-4.4	4.5	11.0	-0.7	2.6
PAX8 reporter	x	17.6	-6.9	1.6	25.4
EWS-Fli inh	-4.5	x	2.0	16.7	32.6
LGR2 antag	12.1	5.5	-11.5	5.5	0.6
Cneo AK release	2.7	-9.3	x	2.9	-0.3
PGC1a acetyl inh	5.1	6.0	x	-1.3	17.3
Casp6 inh	0.1	x	-0.5	0.7	-5.0

High-throughput results from PubChem.
